# DT40 TDP1 CPT: growth inhibition of DT40 Tdp1-/-;hTDP1 cells with camptothecin (screen for TDP1 inhibitors). actives 12% (n = 420,000). Potency, µM (highest dose often 46.2 µM), without a hit: at the top dose activity change, negative = growth inhibition, hits mostly inhibitors. chicken DT40 Tdp1-/-;hTDP1 cells + 20 nM CPT, ATP luminescence, 48 h; further: nearly all actives have a fitted effect of over 55% in size
#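 Chicken DT40 Tdp1-/- cells stably complemented with human TDP1 were seeded at 400 cells/well in medium containing 20 nM camptothecin, exposed to pin-transferred compounds, and grown at 37 °C for at least 48 hr. Viability was read as ATP luminescence.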
# TDP1 cell noCPT: qHTS for Inhibitors of human tyrosyl-DNA phosphodiesterase 1 (TDP1): qHTS in cells in absence of CPT. DT40 Tdp1-/- hTDP1 cells, no CPT, ATP luminescence, 48 h. Potency, µM (series often up to 46.2 µM), without a hit: at the top dose activity change, negative = growth inhibition, actives largely listed as inhibitors. actives 15% (n = 420,000). AID 686978, 2013; further: nearly all actives have a fitted effect of over 55% in size
#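 Growth kinetics read by CellTiter-Glo luminescence after ≥48 hr at 37 °C. Cells: DT40 Tdp1-/- stably carrying human TDP1, 400 per well, compound exposure in the absence of CPT (DMSO vehicle).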
# TDP1 block: inhibitors of human tyrosyl-DNA phosphodiesterase TDP1; recombinant TDP1, AlphaScreen DNA substrate cleavage; Potency, µM (doses to about 130 µM), for the others: top-dose activity change, negative = inhibition, most hits filed as inhibitors; Q9NUW8; actives 0.28% (n = 350,000); further: nearly all actives have a fitted effect of over 40% in size
# Target sequence (Q9NUW8 whole entry, looked up): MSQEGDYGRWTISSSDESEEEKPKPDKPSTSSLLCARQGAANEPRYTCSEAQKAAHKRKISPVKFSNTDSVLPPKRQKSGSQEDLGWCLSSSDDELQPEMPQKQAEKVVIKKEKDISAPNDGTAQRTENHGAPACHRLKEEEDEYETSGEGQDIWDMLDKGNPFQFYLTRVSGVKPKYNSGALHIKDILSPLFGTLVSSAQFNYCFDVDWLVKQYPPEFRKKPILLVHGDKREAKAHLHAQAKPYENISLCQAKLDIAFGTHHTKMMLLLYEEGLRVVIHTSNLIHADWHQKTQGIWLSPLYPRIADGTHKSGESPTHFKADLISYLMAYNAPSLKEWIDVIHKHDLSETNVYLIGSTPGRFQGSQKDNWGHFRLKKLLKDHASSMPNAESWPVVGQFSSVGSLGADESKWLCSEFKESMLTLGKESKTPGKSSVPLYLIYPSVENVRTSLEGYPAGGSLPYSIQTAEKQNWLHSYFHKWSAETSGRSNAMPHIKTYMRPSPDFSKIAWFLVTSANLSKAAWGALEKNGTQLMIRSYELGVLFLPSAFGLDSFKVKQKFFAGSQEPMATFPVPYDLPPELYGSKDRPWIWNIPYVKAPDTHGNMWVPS
#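 Enzyme-compound mixtures sat 15 min at room temperature, followed by a 5 min reaction with 15 nM final substrate and 10 min with AlphaScreen beads. Recombinant human Tdp1 was used at 1 nM final.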
# An asterisk follows results filed as active; ? = inconclusive; / = no result given; [ ] = another dose, or the depositor's remark. The call rests on the fitted dose curve; in most records, active means well fitted curve in the direction sought with a large enough effect; inconclusive means small, poorly fitted or top-dose-only effect, or another doubt; inactive means no such curve, though single readings can be large; an effect the other way counts as inactive or inconclusive. On the % scale 0 is the no-effect control and ±100 the full control effect; potency means the concentration at half of the fitted maximal effect.
smiles | DT40 TDP1 CPT | TDP1 cell noCPT | TDP1 block
CC(C)C(=O)NC(c1ccccc1)c1cc([N+](=O)[O-])c2cccnc2c1O (configuration not stated) | 18.4µM* | ? | 10.8%
O=[N+]([O-])c1cc([N+](=O)[O-])c(Oc2c(F)ccc(F)c2F)cc1NN1CCCCC1 | ? | ? | /
Cc1ccc(-n2c(SCC(=O)N/N=C/c3c(C)nn(-c4ccccc4)c3C)nc3ccccc3c2=O)cc1 | 20.6µM* | ? | 0.0%
c1ccc(CNC23CC4CC(CC(C4)C2)C3)nc1 | 11.9% | -22.0% | -1.6%
Cc1nnc(SCC(=O)NCCN2C(=O)CSC2=O)n1-c1ccccc1 | 16.5% | -20.5% | -4.2%
CN(C)CCC(C(=O)c1ccccc1)c1ccccn1 (configuration not stated) | 2.3% | 7.4% | /
CCc1nnc(NC(=O)C2Cc3ccccc3C(=O)O2)s1 (configuration not stated) | -28.0% | -0.9% | 1.0%
CCC12CN3CC(CC)(CN(C1)C3c1c(O)ccc3ccccc13)C2=O (configuration not stated) | -3.1% | -5.6% | 4.3%
CC(=O)OCC(=O)Nc1ccc(Br)c(C)c1 | -0.7% | 1.8% | -2.5%
CC1CCN(c2ncnc3c2c(-c2ccccc2)cn3-c2ccc(Br)cc2)CC1 | -0.4% | 13.7% | 2.6%
O=C(NCCCN1CCOCC1)/C(=C/c1cccs1)NC(=O)c1ccccc1 | 2.0% | 0.8% | 0.0%
CC1(Oc2ccccc2-c2ccno2)CCN(Cc2ccc(-c3ccccc3)o2)C1 (configuration not stated) | 25.9µM* | 23.1µM* | /
CCc1ccc(NC(=S)N(CCCN2CCOCC2)Cc2ccccn2)cc1 | 1.6% | 2.0% | 8.0%
Cc1ncc(CN2CCC(CO)(Cc3ccccc3)CC2)s1 | -7.2% | 5.2% | 6.0%
CCn1c(CCC(=O)O)nc2cc(S(=O)(=O)N3CCOCC3)ccc21 | 4.8% | 4.8% | 1.2%
O=C1SCC(c2ccccc2)=NN1Cc1ccccc1 | 7.6% | -2.6% | /
Cc1c2cnn(CC(=O)N3CCN(c4ccccc4)CC3)c(=O)c2c(C)n1Cc1ccc(F)cc1 | 20.6µM* | 13µM* | 2.5%
COc1cccc(-c2nc3c(C#N)c[nH]n3c2NC2CCCC2)c1OC | ? | ? | -2.9%
Cc1cccc(OCC(O)CN2CCN(CCN3C(=O)c4cccc5cccc(c45)C3=O)CC2)c1C (configuration not stated) | ? | 25.9µM* | 7.7%
COc1ccc(-c2ccc3c(c2)[C@@H]2C[C@H](N(C)S(=O)(=O)c4ccccc4)[C@H]([C@H](C)O)C(=O)N2CC3)cc1 | ? | 16.4µM* | /
NC(N)=N/N=C/c1ccc(Br)cc1 | 2.59µM* | 4.11µM* | 3.8%
CSc1ncc(Cl)c(C(=O)Nc2c(C(=O)c3ccc(Cl)cc3)oc3ccccc23)n1 | -13.7% | 17.8% | 0.0%
O=C(c1ccc(Cl)c(S(=O)(=O)N2CCCCCC2)c1)N1CCN(c2ccc(O)cc2)CC1 | 18.4µM* | -47.4% | 7.2%
COC(=O)c1ccc(N)c(N=CC2=C(O)CC(C)(C)CC2=O)c1 | 2.0% | ? | 7.9%
CCOC(=O)c1c(NC(=O)CN2C(=O)NC(C)(c3ccccc3)C2=O)sc(C)c1C (configuration not stated) | ? | ? | 2.8%
O=C(CCCCn1c(=O)c2ccccc2n(CC(=O)Nc2ccc(F)cc2F)c1=O)NCc1ccccc1Cl | -9.8% | -19.3% | 3.6%
CCOC(=O)c1cccc(NC(=O)/C=C/c2ccc3c(c2)OCO3)c1 | ? | 18.4µM* | 2.7%
CC(C)n1c(C(=O)OCC(=O)NCc2ccc3c(c2)OCO3)cc2sccc21 | ? | ? | 0.0%
CC(C)(C)C(=O)O/N=C(\N)c1c(Cl)cccc1Cl | -0.6% | 0.0% | -2.5%
O=C(N[C@@H](Cc1ccccc1)C(=O)NC1CC1)c1ccc(Cl)cc1 | 0.6% | -27.2% | 0.2%
O=S(=O)(NC1CC1)c1ccc(S(=O)(=O)N2CCc3ccccc32)cc1 | ? | ? | 4.8%
COC(=O)[C@@]12C[C@@H](CC(=O)NCCC(C)C)C(=O)N(Cc3cccc4ccccc34)C1=CCC(C)(C)C2 | ? | 20.6µM* | /
COC(=O)c1cccc(Nc2c3c(nc4ccccc24)CCC3)c1 | 7.31µM* | 10.3µM* | /
CCN1/C(=C/C(C)=C/c2sc3ccccc3[n+]2CC)Sc2ccccc21 | 0.184µM* | 0.184µM* | 8.1%
N#Cc1ccccc1NC(=O)c1ccccc1OCC(=O)NCc1ccco1 | 3.2% | 0.5% | 9.1%
O=C(O)c1ccccc1Nc1cc(Cl)ccc1C(=O)O | 4.9% | -3.4% | /
O=C(NC(=O)c1ccccc1Cl)Nc1ccc(-c2cnco2)cc1 | 0.3% | ? | 7.5%
CC(=O)OC(C(=O)n1nc(C)cc1C)c1ccccc1 (configuration not stated) | 1.3% | -17.6% | -2.0%
CCCC[C@@H]1CNC(=O)C(=O)N1CC1CCCCC1 | -17.2% | -11.8% | /
CC(C)S(=O)(=O)C1=NSC2=NC(=O)/C(=C\c3ccc(-c4ccccc4)o3)C(=N)N21 | -15.8% | ? | 5.6%
C#CCn1cnc2c(cnn2-c2ccc(F)cc2)c1=O | 0.7% | -17.0% | 2.5%
CCc1cc(C(=O)Cc2nc3ccccc3[nH]2)c(O)cc1O | -21.7% | ? | 9.9%
CCCCN1Cc2ccccc2Oc2cc(Br)ccc2S1(=O)=O | ? | ? | -6.4%[56.1 µM]
COc1ccc(NC2CC(=O)N(c3cccc([N+](=O)[O-])c3)C2=O)cc1 (configuration not stated) | -8.1% | -21.2% | 2.6%
O=C(c1ccccc1Cl)c1c(O)c2ccccc2oc1=O | ? | -25.5% | /
CC1CN(Cc2ccccc2)C(=S)NC1=O (configuration not stated) | 7.5% | -1.8% | /
Cc1c(C(=O)O)sc2nc(SCC(=O)Nc3ccc(S(=O)(=O)NC(C)(C)C)cc3)[nH]c(=O)c12 | 11.1% | -10.3% | 6.9%
CC(C)c1ccc(/C=C/C(=O)NCCCN2CCOCC2)cc1 | ? | 20.6µM* | 1.6%
COc1ccc(Nc2ccc3c(c2)=NC2(CCCCC2)[N+]=3[O-])cc1 | 2.59µM* | 2.59µM* | 11.3%
CC(OC(=O)Cn1c(C(F)(F)F)nc2ccccc21)C(=O)N1CCCc2ccccc21 (configuration not stated) | -23.0% | ? | 2.0%
Cc1cc(C)nc(SCc2nnc(SCC(=O)Nc3nccs3)n2Cc2ccco2)n1 | ? | ? | 0.0%
CCOc1cc(C(=O)NC(=S)Nc2nc(C)cc(C)n2)cc(OCC)c1OCC | -4.6% | 4.9% | /
CCOc1ccccc1NC(=O)/C(C#N)=C/c1cccnc1 | -15.6% | -3.8% | 3.8%[56.1 µM]
CCOc1ccc(CN(C)CC(O)COC(c2ccc(OC)cc2)c2ccc(OC)cc2)cc1 (configuration not stated) | ? | 18.4µM* | /
Fc1ccc(-c2nnc(CSc3nnc(-c4cccs4)o3)o2)cc1 | -26.0% | -24.4% | 5.3%
Cc1cccn2c(=O)c(/C=C(\C#N)C(=O)NCc3ccco3)c(N3CCCCC3)nc12 | ? | ? | 6.9%
CCC1(CC)NC(=O)N(CC(=O)OCC(=O)NC(=O)c2ccc(Cl)cc2)C1=O | 9.4% | -3.1% | 2.7%
Cc1cc(C)c(S(=O)(=O)N2CCC(C(N)=O)CC2)cc1C | ? | -19.4% | 5.1%
COc1ccc(Nc2cc(Nc3cccc(OC)c3)ncn2)cc1 | -25.5% | ? | /
CCOC(=O)N1CCC(N2CCN(S(=O)(=O)c3ccc([N+](=O)[O-])cc3)CC2)CC1 | 13µM* | ? | -10.5%

# An excerpt of these results, with values under each structure:
# Every second line gives: DT40 TDP1 CPT, TDP1 cell noCPT, TDP1 block
- C#CCn1cnc2c(cnn2-c2ccc(F)cc2)c1=O
 : 0.7%, -17.0%, 2.5%
- CCc1cc(C(=O)Cc2nc3ccccc3[nH]2)c(O)cc1O
 : -21.7%, ?, 9.9%

# More results follow:
smiles | DT40 TDP1 CPT | TDP1 cell noCPT | TDP1 block
COc1cccc(-c2nnn(C/C(N)=N/O)n2)c1 | -12.0% | -7.0% | 1.1%
COc1ccc(CNC(=O)CN2c3ccccc3S(=O)(=O)c3ccccc32)cc1 | -10.7% | 2.4% | 2.0%
Cc1ccc(S(=O)(=O)N2CCOCC2)cc1C(=O)NCCCn1ccnc1 | 8.4% | 11.6% | 1.4%
CCOC(=O)c1c(N)n(CCOC(=O)c2cccs2)c2nc3ccccc3nc12 | ? | ? | 2.1%
O=C(Cc1ccccc1)Nc1nnc2n1CCS2 | -19.4% | -7.9% | 7.7%
CCOc1ccccc1N1CCN(C(=O)CNC(=O)c2ccccc2F)CC1 | -29.8% | -7.5% | /
COc1ccc(NC(=O)c2ccccc2SC)cc1OC | -8.6% | -4.0% | 0.0%
Cc1ccc(N=Cc2nc(-c3ccc(C)cc3)oc2O)cc1 | -20.7% | -9.1% | -3.4%
O=C(c1cc(-c2ccccc2)nn1CC1CC(c2cccnc2)=NO1)N1CCOCC1 (configuration not stated) | -5.1% | -11.2% | /
CC1CN(C2CCCCC2)c2nc3c(c(=O)n(C)c(=O)n3C)n2C1 (configuration not stated) | -29.8% | -26.3% | 3.1%
CCOC(=O)C1(Cc2ccccc2C(F)(F)F)CCN(CCCn2cccn2)CC1 | ? | ? | 2.5%
O=S1(=O)CCN2C(=N1)Sc1c2ccc2c1CCCC2 | -8.5% | -14.4% | 3.0%
CC(C)N(C(=O)[C@H]1C[C@H](CC(=O)NCc2ccco2)C(=O)N2CCc3c([nH]c4cc(-c5ccco5)ccc34)[C@]12C)C(C)C | ? | ? | 4.9%[56.1 µM]
CN1CCN(S(=O)(=O)c2ccc(NC(=S)NC(=O)c3ccccc3)cc2)CC1 | -11.3% | -22.5% | 4.7%
COc1ccc(N(C(=O)CNC(=O)c2ccco2)C(C(=O)NC2CCCC2)c2ccc(C)o2)cc1 (configuration not stated) | -12.5% | 5.5% | 9.3%[0.0935 µM]
O=C1CC(Cc2ccccc2)C(=O)N1CCc1ccc2c(c1)OCO2 (configuration not stated) | -1.4% | -9.7% | 6.8%
CC1(C)Cc2noc(N)c2C(C)(C)N1OC(=O)c1ccco1 | -0.2% | -2.4% | -2.4%
O=C(N/N=C/c1cc([N+](=O)[O-])cc(Br)c1O)C12CC3CCC(CC(C3)C1)C2 | ? | 23.1µM* | 11.0%
CN(C)c1ccc(/C=N/NC(=O)c2ccnn2C)cc1 | 4.4% | 12.0% | -1.2%
O=C1NC(=S)N/C1=C/c1ccc2c(c1)OCO2 | ? | 5.8µM* | /

# In the list so far, 5 contain a nitro group on carbon.
smiles | DT40 TDP1 CPT | TDP1 cell noCPT | TDP1 block
CC(C)C(=O)NC(c1ccccc1)c1cc([N+](=O)[O-])c2cccnc2c1O (configuration not stated) | 18.4µM* | ? | 10.8%
O=[N+]([O-])c1cc([N+](=O)[O-])c(Oc2c(F)ccc(F)c2F)cc1NN1CCCCC1 | ? | ? | /
COc1ccc(NC2CC(=O)N(c3cccc([N+](=O)[O-])c3)C2=O)cc1 (configuration not stated) | -8.1% | -21.2% | 2.6%
CCOC(=O)N1CCC(N2CCN(S(=O)(=O)c3ccc([N+](=O)[O-])cc3)CC2)CC1 | 13µM* | ? | -10.5%
O=C(N/N=C/c1cc([N+](=O)[O-])cc(Br)c1O)C12CC3CCC(CC(C3)C1)C2 | ? | 23.1µM* | 11.0%

# Later entries.
smiles | DT40 TDP1 CPT | TDP1 cell noCPT | TDP1 block
CCCNS(=O)(=O)c1cc2c3c(c1)CCN3C(=O)CC2 | -9.1% | 0.5% | -7.6%
CC(C)CN(CCCNC(=O)c1cc(=O)[nH]c2ccc(S(=O)(=O)N3CCCC3)cc12)CC(C)C | -9.0% | -1.1% | 0.0%
O=S(=O)(NCc1ccco1)c1cccc(S(=O)(=O)N2CCOCC2)c1 | -18.8% | -17.8% | 1.0%
Cn1c(=O)oc2cc(S(=O)(=O)NCCC(=O)Nc3ccc(F)cc3F)ccc21 | -6.6% | -13.6% | -1.3%
Cn1c(=O)c2[nH]c(N=NN3CCCCC3)nc2n(C)c1=O | ? | -18.3% | /
CCCNC(=O)C1(C)CCCN(CCOc2ccccc2)C1 (configuration not stated) | ? | ? | /
CNc1nc(NCc2cccc(OC)c2)c2sccc2n1 | 7.31µM* | 10.3µM* | /
CC(C)NC(=O)NC(=O)COc1cccc2c1OC(C)(C)C2 | -9.1% | -23.6% | 7.0%
COc1ccc(/C=C/C(=O)N(CC(C)C)C2CCS(=O)(=O)C2)cc1 (configuration not stated) | -22.3% | -26.8% | -6.1%[0.505 µM]
O=C(NNC(=O)c1ccc2ncccc2c1)c1ccc(Cl)cc1 | 0.7% | -24.7% | 0.0%

# Screening data: PubChem, National Center for Advancing Translational Sciences (NCATS)
